# Assay outcomes (PubChem)
# Growth percent in the NCI-60 one-dose screen (48 h, 10 µM unless noted): 100 = growth as untreated, 0 = no growth, -100 = all killed.
# K-562: K-562 leukemia | 78,000 tested, 7.4% active | AID 1794777
# MDA-MB-468: MDA-MB-468 breast cancer; 78,000 tested, 8.5% active; AID 2202374
# SR: SR leukemia cells. 73,000 tested, 8.7% active. AID 1794780
# MOLT-4: MOLT-4 leukemia cells | AID 1794779 | 80,000 tested, 6.9% active
# RPMI-8226: RPMI-8226 leukemia cells. 77,000 tested, 7.5% active. AID 1794781
# CCRF-CEM: CCRF-CEM leukemia; 77,000 tested, 7% active
# MCF7: MCF7 breast cancer | 82,000 tested, 6.3% active | AID 1794796
# MDA-MB-231: MDA-MB-231 breast cancer; AID 1794789; 81,000 tested, 5% active
# * = called active by the depositor; · = not tested or not shown; & = joins results of further samples. How the source made its calls: active means growth percent below 10; inactive means the rest.
# Fields: MCF7	SR	MDA-MB-468	MOLT-4	MDA-MB-231	K-562	RPMI-8226	CCRF-CEM
1) COc1cccc(/C=C2\SC(=Nc3ccc(NC(C)=O)cc3)NC2=O)c1
  94	108	139	118	111	·	128	125
2) COc1ccc(NC(=O)CCn2cnc3c(cc(-c4ccccc4)n3-c3ccncc3)c2=O)cc1
  104	89	112	100	108	101	98	104
3) Cc1ccc(C(C)C)cc1NC(=O)Nc1ccccc1Cl
  94	90	106	102	93	103	93	100
4) N#C/C(=C\c1ccc(O)cc1)c1nc2ccccc2s1
  89	86	·	75	93	94	85	58
5) O=C(O)c1sc(C(=O)O)c(-c2ccccc2)c1-c1ccccc1
  96&97	94&92	98	103&105	95&119	93&103	93&94	98&96
6) CCOC(=O)c1nc2cc(C#N)ccn2c1C(=O)c1cccs1
  91	·	123	96	99	100	101	97
7) CC(=O)OC1C(OC(C)=O)C2C(C)CC3OC(=O)C(C)C3CC2(C)C1OC(C)=O (configuration not stated)
  97	109	105	98	94	100	101	105
8) O=C(CCN1CCOCC1)c1ccccc1
  60&81	74&102	91&102	103&103	118&111	86&104	57&89	54&98
9) Oc1ccc2cc(Br)ccc2c1
  113	104	94	95	101	131	99	104
10) CCOC(=O)c1c(Nc2ccccc2)nn2c(-c3ccc(Br)cc3)ccnc12
  81	71	68	88	70	79	96	86
11) O=c1[nH]c2c3ccncc3cc(-c3cccc(Cl)c3)c2c2cnccc12
  23	14	42	77	35	75	27	56
12) COc1ccc(N=Nc2c(N)nn3c(-c4ccc(C)cc4)c(-c4nc5ccccc5s4)c(N)nc23)cc1
  92&87	117&123	102&86	103&99	95&94	116&110	108&105	100&98
13) N#Cc1c(-c2cccs2)cc(-c2cnccn2)nc1SCC(=O)c1ccc(F)cc1
  86	81	101	93	69	87	98	94
14) Cc1nn(-c2ccccc2)cc1/C=C1\SC(=S)N(CC(=O)O)C1=O
  95	·	114	93	121	111	107	104
15) CC1[C@H]2[C@H](C[C@H]3[C@@H]4CC=C5c6sc(Nc7cc(Cl)ccn7)nc6CC[C@]5(C)[C@H]4CC[C@@]32C)O[C@]12CC[C@@H](C)CO2 (some centres not stated)
  53	64	86	88	79	50	54	76
16) CC1CN(CCCO)CCN1 (configuration not stated)
  97	214	96	166	86	134	78	76
17) COc1ccccc1-n1cc(C#N)c(N)c1C(C)=O
  98	108	95	106	100	102	109	96
18) C=CCC(O)CCCCC (configuration not stated)
  95	84	102	84	118	86	96	88
19) O=C1c2cccc3c(NCCO)ccc(c23)C(=O)N1c1cccc(-c2nn(-c3ccccc3)cc2-c2nc3ccccc3s2)c1
  92	76	92	79	98	92	87	98
20) O=C(NNc1nc2cc(F)c(F)cc2n2cccc12)c1ncccn1
  17	19	3.7*	17	42	21	21	13

# Already shown: entries from further up.
# Fields: MCF7	SR	MDA-MB-468	MOLT-4	MDA-MB-231	K-562	RPMI-8226	CCRF-CEM
1) COc1cccc(/C=C2\SC(=Nc3ccc(NC(C)=O)cc3)NC2=O)c1
  94	108	139	118	111	·	128	125
2) COc1ccc(NC(=O)CCn2cnc3c(cc(-c4ccccc4)n3-c3ccncc3)c2=O)cc1
  104	89	112	100	108	101	98	104
3) Cc1ccc(C(C)C)cc1NC(=O)Nc1ccccc1Cl
  94	90	106	102	93	103	93	100
4) N#C/C(=C\c1ccc(O)cc1)c1nc2ccccc2s1
  89	86	·	75	93	94	85	58
5) O=C(O)c1sc(C(=O)O)c(-c2ccccc2)c1-c1ccccc1
  96&97	94&92	98	103&105	95&119	93&103	93&94	98&96
6) CCOC(=O)c1nc2cc(C#N)ccn2c1C(=O)c1cccs1
  91	·	123	96	99	100	101	97
7) CC(=O)OC1C(OC(C)=O)C2C(C)CC3OC(=O)C(C)C3CC2(C)C1OC(C)=O (configuration not stated)
  97	109	105	98	94	100	101	105
8) O=C(CCN1CCOCC1)c1ccccc1
  60&81	74&102	91&102	103&103	118&111	86&104	57&89	54&98
9) Oc1ccc2cc(Br)ccc2c1
  113	104	94	95	101	131	99	104
10) CCOC(=O)c1c(Nc2ccccc2)nn2c(-c3ccc(Br)cc3)ccnc12
  81	71	68	88	70	79	96	86
11) O=c1[nH]c2c3ccncc3cc(-c3cccc(Cl)c3)c2c2cnccc12
  23	14	42	77	35	75	27	56
12) COc1ccc(N=Nc2c(N)nn3c(-c4ccc(C)cc4)c(-c4nc5ccccc5s4)c(N)nc23)cc1
  92&87	117&123	102&86	103&99	95&94	116&110	108&105	100&98
13) N#Cc1c(-c2cccs2)cc(-c2cnccn2)nc1SCC(=O)c1ccc(F)cc1
  86	81	101	93	69	87	98	94
14) Cc1nn(-c2ccccc2)cc1/C=C1\SC(=S)N(CC(=O)O)C1=O
  95	·	114	93	121	111	107	104
15) CC1[C@H]2[C@H](C[C@H]3[C@@H]4CC=C5c6sc(Nc7cc(Cl)ccn7)nc6CC[C@]5(C)[C@H]4CC[C@@]32C)O[C@]12CC[C@@H](C)CO2 (some centres not stated)
  53	64	86	88	79	50	54	76
16) CC1CN(CCCO)CCN1 (configuration not stated)
  97	214	96	166	86	134	78	76
17) COc1ccccc1-n1cc(C#N)c(N)c1C(C)=O
  98	108	95	106	100	102	109	96
18) C=CCC(O)CCCCC (configuration not stated)
  95	84	102	84	118	86	96	88

# Continuation:
# Fields: MCF7	SR	MDA-MB-468	MOLT-4	MDA-MB-231	K-562	RPMI-8226	CCRF-CEM
21) O=C(NN=C1CCCCC1)C(=O)Nc1cccc(C(F)(F)F)c1
  95	97	105	100	90	95	101	88
22) FCCOc1ccc(CCC2CCCC(CCc3ccc(OCCF)cc3)N2)cc1 (configuration not stated)
  95	99	91	101	91	98	104	96
23) O=S(=O)(NCCCNc1nccc(-c2c(-c3cccc(F)c3)nc3sccn23)n1)c1ccc(Br)cc1
  42	78	32	34	76	25	39	37
24) COc1cc(C2=NN(C(C)=O)C(c3ccc(OC(C)=O)cc3)O2)c(OC(C)=O)c2ccccc12 (configuration not stated)
  77	·	92	74	86	86	83	81
25) Nc1ncnc2c1ncn2[C@]1(CF)O[C@H](CO)C1CO (some centres not stated)
  106	110	·	111	122	109	82	87
26) Oc1c(Cl)cc(Cl)cc1CN(Cc1cc(Cl)cc(Cl)c1O)C1CCCCC1
  92	101	97	109	97	97	98	93
27) CC1=NCCN1CCNC(=O)c1ccc(C(=O)NCCN2CCN=C2C)cc1
  106	107	93	101	94	109	117	105
28) CC(C)(C)NC(=S)Nc1ncccc1OCc1cccc(F)c1
  102	·	96	·	88	96	98	94
29) O=C(O)c1ccccc1Cc1ccc2c(c1)CCCC2
  92	106	100	98	95	106	108	106
30) COc1ccc2c(ccc3c(C(C)=O)cc(C(=O)c4ccc(Br)cc4)n32)c1
  77	78	87	104	71	82	104	112
31) COc1ccc(C(=O)Nc2nn(-c3ccccc3)nc2-c2ccccc2)cc1
  91	109	·	88	105	93	91	92
32) OC(CCN1CCCCC1)c1ccc2ccccc2c1 (configuration not stated)
  94	97	81	90	116	105	81	104
33) COc1cccc(NC(=O)N/C(N)=N/c2nc(-c3cccc([N+](=O)[O-])c3)cs2)c1
  60	·	40	75	76	59	57	72
34) COc1cc(/C=C/C(=O)Nc2ccc(C=C3c4ccccc4C(=O)c4ccccc43)cc2)cc(OC)c1OC
  68	38	64	53	83	·	35	64
35) C[C@@]1(F)[C@H](O)[C@@H](CO)O[C@H]1n1ncc(=O)[nH]c1=O
  89	107	106	91	114	104	116	110
36) O=C(CSc1nc2c(c(=O)[nH]1)CCCC2)NNC(=O)c1ccc([N+](=O)[O-])cc1
  96	91	114	111	100	110	106	100
37) CCc1ccc2nc(NC(=O)Cc3ccc(NC(C)=O)cc3)sc2c1
  95	83	102	103	100	103	99	103
38) COc1ccc(/C=C/c2nn3c(-c4ccco4)nnc3s2)cc1
  89	87	102	100	103	96	108	104
39) Fc1ccc(-c2cn3c(-c4c[nH]c5ccccc45)csc3n2)cc1
  56	78	75	69	72	68	83	73
40) O=[N+]([O-])c1cccc(C2c3sc4ccc(Cl)cc4c3Nc3nnnn32)c1 (configuration not stated)
  85	95	109	107	78	110	·	116
41) CC(=O)OCC1CC2CC(O)C1C2 (configuration not stated)
  99	·	101	109	100	·	110	85
42) COc1ccc(/C(=C\c2cc(OC)c(OC)c(OC)c2)C(=O)Nc2nc3ccc(OC)cc3s2)cc1
  96	82	122	89	95	·	98	109
43) CCCCn1c(=O)[nH]c(N)c(C(c2ccc(Cl)cc2)c2c(N)[nH]c(=O)n(CCCC)c2=O)c1=O
  21	24	10	-12*	54	29	26	17
44) CC1=C(C)CC(C(=O)c2ccc(Cl)cc2)C(C(=O)c2ccc(Cl)cc2)C1 (configuration not stated)
  86	97	107	85	100	84	86	76
45) CC(=O)NC1=C(C#N)C(c2ccccc2)c2ccc3ccccc3c2O1 (configuration not stated)
  72	27	80	82	72	37	82	86
46) O=C(Nc1cccc(C(F)(F)F)c1)Nc1ccc2oc(=O)ccc2c1
  71	76	63	65	96	67	49	75
47) CC(=O)OC1CCC2(C)C3=CCC4(C)C(C(C)=O)=CCC4C3CCC2C1 (configuration not stated)
  117	96	89	90	100	89	·	86
48) CC(=O)/C=C/c1ccc(O)cc1
  91	96	97	107	103	103	94	90
49) C=C1C(=O)O[C@@H]2C[C@@H](C)/C=C\C(=O)[C@](C)(OC(C)=O)C[C@H](OC(=O)/C(C)=C\C)[C@@H]12
  11	3.8*	-59*	2.1*	-72*	·	-13*	-17*
50) Clc1cnc(NCCc2ccncc2)nc1-n1cnc2ccccc21
  103	40	104	82	93	82	100	88
51) CCC1CCc2nc3sc(C(=O)Nc4ccccc4F)c(N)c3cc2C1 (configuration not stated)
  19	17	25	40	70	38	48	·
52) Oc1ccccc1C=Nc1ccccc1N=Cc1ccccc1O
  75	80	69	69	76	76	41	50
53) CC(=O)OCC(OC(C)=O)C(OC(C)=O)C(OC(C)=O)C(OC(C)=O)C(/C=N/Nc1ccccc1)=N/Nc1ccccc1 (configuration not stated)
  44	2.0*	46	31	59	22	61	18
54) Cc1c(Cl)cccc1NS(=O)(=O)c1ccccc1
  107	113	93	102	102	·	123	124
55) O=C1Nc2ccc(Cl)cc2/C1=N/N=C/c1c[nH]c2ccccc12
  71	75	99	92	64	88	·	86
56) Cc1cnc(SCc2ccc(Cl)cc2)nc1Nc1ccc(Cl)cc1Cl
  100	79	102	76	100	79	95	88
57) C=COC(=O)CCCCCCC/C=C\CCCCCCCC
  97	102	116	119	121	103	105	102
58) C=CC[n+]1cccc2c3ccccc3ccc21
  25	47	-9.8*	48	78	28	28	47
59) CCN(CC)c1ccc(/C=N/NC(=O)c2ccc(NS(C)(=O)=O)cc2)c(O)c1
  6.1*	11	-11*	9.8*	38	14	16	6.1*
60) CCOC(=O)Nc1cc(=O)c([N+](=O)[O-])c(N)[nH]1
  103	·	112	106	110	103	105	·
61) O=[N+]([O-])c1ccc(/C=C/C=C/c2ccc(Cl)cc2Cl)cc1
  70	68	·	84	62	95	87	92
62) CC(C)CC1NC(=O)C(CC(C)C)N(CO)C1=O (configuration not stated)
  93	96	99	93	97	97	81	85
63) O=C1c2ccccc2C23C(=C(c4cncnc4)c4ccccc42)CCCN13 (configuration not stated)
  103	96	93	107	101	102	103	102
64) c1n[nH]cc1-c1nc2ccc3[nH]ncc3c2c2c1CC1(CCOCC1)CC2
  32	2.9*	5.4*	22	59	39	50	19
65) COc1ccc(C2Nc3nc(OC)n(C)c(=O)c3N=C3c4ccccc4C(=O)C32)cc1 (configuration not stated)
  75	·	104	77	92	84	92	88
66) O=C(N/N=C/c1ccc2c(c1)OCO2)c1ccncc1
  87&107	134&113	124&116	133	108&95	106	103&111	101&113
67) COc1cccc(/C=C2\COc3ccc(O)c(O)c3C2=O)c1OC
  17	-8.9*	-19*	-13*	-34*	-5.6*	·	3.3*
68) COc1cc(C(=O)O)ccc1O
  102	100	104	104	104	103	105	95
69) CC(=O)NCCCC[C@@H](NC(=O)OC(C)(C)C)C(=O)Nc1ccc(Cn2cc(F)c(=O)[nH]c2=O)cc1
  103	108	95	96	117	105	107	112
70) Clc1ccc(-c2ccnc(N3CCNCC3)n2)cc1
  84	71	71	74	77	83	95	86
71) CN1CCc2c(sc3nc4n(-c5ccc(Cl)cc5)cnn4c(=O)c23)C1
  71	120	82	104	99	106	·	·
72) S=c1n(CN2CCCC2)nc(-c2ccccc2Cl)n1Cc1ccccc1
  93	100	91	109	100	97	87	·
73) Nc1[nH]nc2[nH]c(=S)nc(-c3ccc(Cl)cc3Cl)c12
  80	69	90	94	77	91	88	75
